# Lmaj promast = Leishmania major promastigote growth inhibition, primary screen; hit rate 9% among 200,000; inhibition, % at 10 µM; Leishmania major promastigotes, resazurin fluorescence viability; AID 1063, 2008; in the data active means inhibition above about 50%;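 further: promastigotes grown with compound for 44 hours at 28 °C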
# DTT redox prof = compounds producing H2O2 with reducing agent – biochemical, NIH compound library profiling, artefact control for MLSCN library redox annotation, primary screen | DTT-dependent redox cycling H2O2, phenol red/HRP absorbance; 100% = 100 µM peroxide control, 0% = buffer | activation, % at 10 µM | hit rate 0.03% among 200,000;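 active means activation of at least 50% relative to the plate's high and low controls in the primary single-dose screen; inactive means activation below 50%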;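 further: compound incubated with DTT at 0.8 mM final as the reducing agent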
# PMI activator = activators of human PMI, primary screen, biochemical, fluorescence intensity, near-Km mannose 6-phosphate; Mannose-6-phosphate isomerase (Homo sapiens), P34949; AID 1214, 2008; purified human PMI, coupled resazurin fluorescence, 20 min; stronger effect = higher value; 1 = vehicle control, 0 substrate-free wells; activation factor at 20 µM; hit rate 0.005% among 190,000;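 active means activation factor of 2 or more at 20 µM, relative to plate controls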
# Target sequence (P34949 whole entry, looked up): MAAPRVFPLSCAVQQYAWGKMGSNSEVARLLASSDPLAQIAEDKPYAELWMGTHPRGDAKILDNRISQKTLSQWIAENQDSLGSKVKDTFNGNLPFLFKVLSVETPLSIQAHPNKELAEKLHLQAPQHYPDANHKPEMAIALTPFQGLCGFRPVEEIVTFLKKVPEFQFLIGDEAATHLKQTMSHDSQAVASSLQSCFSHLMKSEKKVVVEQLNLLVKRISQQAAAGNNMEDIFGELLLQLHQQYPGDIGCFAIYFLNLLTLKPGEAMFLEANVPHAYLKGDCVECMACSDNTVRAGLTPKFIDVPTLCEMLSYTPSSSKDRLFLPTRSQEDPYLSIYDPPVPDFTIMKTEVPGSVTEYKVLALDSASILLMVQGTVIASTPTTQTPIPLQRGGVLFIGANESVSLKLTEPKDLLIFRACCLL
# TNAP inh hi DEA = human TNAP enzyme inhibitors, primary screen, biochemical, luminescent, high phosphate acceptor level, uHTS | Alkaline phosphatase, tissue-nonspecific isozyme (Homo sapiens), P05186 | purified TNAP, CDP-star luminescence, 1 M DEA | inhibition, % at 20 µM | hit rate 0.03% among 200,000 | AID 1135, 2008;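 active means over 50% inhibition of tissue-nonspecific alkaline phosphatase at 20 µM in the single-dose screen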;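 further: plate controls were DMSO wells for no effect and EDTA-quenched wells as full inhibition for full effect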
# Target sequence (P05186 whole entry, looked up): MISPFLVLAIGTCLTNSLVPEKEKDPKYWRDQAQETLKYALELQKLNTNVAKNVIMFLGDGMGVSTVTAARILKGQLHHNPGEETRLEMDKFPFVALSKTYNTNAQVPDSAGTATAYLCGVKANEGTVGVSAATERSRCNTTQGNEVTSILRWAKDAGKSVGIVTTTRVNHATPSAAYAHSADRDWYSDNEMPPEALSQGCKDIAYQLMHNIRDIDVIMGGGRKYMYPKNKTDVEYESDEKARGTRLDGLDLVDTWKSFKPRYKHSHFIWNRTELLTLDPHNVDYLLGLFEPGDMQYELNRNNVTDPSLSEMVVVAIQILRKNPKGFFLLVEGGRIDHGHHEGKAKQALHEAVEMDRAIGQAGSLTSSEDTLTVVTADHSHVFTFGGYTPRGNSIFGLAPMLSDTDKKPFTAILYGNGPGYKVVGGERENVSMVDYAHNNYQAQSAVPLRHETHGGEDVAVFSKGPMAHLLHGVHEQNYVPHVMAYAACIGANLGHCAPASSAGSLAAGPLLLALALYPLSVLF
# PMI act satM6P = human PMI activators, high substrate, primary screen, biochemical, fluorescence intensity, near-saturating mannose 6-phosphate; activation factor at 20 µM; hit rate 0.34% among 190,000; coupled PMI enzyme assay, resazurin fluorescence, 20 min; stronger effect = higher value; 1 = untreated enzyme, 0 = substrate-free blank; Mannose-6-phosphate isomerase (Homo sapiens), P34949; AID 1216, 2008;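 active means activation factor of 2 or more at 20 µM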
#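 Test system: Human PMI in coupled enzyme assay | Input: 15 ng/mL PMI | Medium: HEPES-buffered pH 7.4 with magnesium and detergent | Compound: One concentration, 20 µM, in 1% DMSO | Incubation: Enzyme reaction with compound 20 min at room temperature | Detection: Diaphorase-driven resazurin-to-resorufin fluorescence, excitation 544, emission 590 nm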
# RAM inhibit = inhibitors of the yeast RAM network, primary screen, dse1pr::URA3 reporter, 5-FOA selection. AID 868, 2007. hit rate 1.8% among 190,000. S. cerevisiae dse1pr::URA3 reporter, 5-FOA growth OD615, 2 d; analog-sensitive cbk1-as2 kinase mutant strain. inhibition, % at 50 µM;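 active means inhibition above a set limit, 3 SD over mean compound inhibition, cut at about 8.4% in these data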;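 further: 0% = DMSO-only wells with no growth and 100% = 10 µM 1-NA-PP1 full growth; inhibition rescues growth on 5-FOA so higher OD means more RAM inhibition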
# S1P3 antagonist = S1P3 receptor antagonists, primary screen, cell-based; Sphingosine 1-phosphate receptor 3 (Homo sapiens), Q99500; CHO S1P3 NFAT-BLA reporter, FRET fluorescence, antagonist mode; inhibition, % at 4.98 µM; hit rate 0.27% among 170,000;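 active means inhibition above the plate cutoff, the mean inhibition of test wells on that plate plus 3 SD, cut at about 28% in these data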;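 further: cells challenged with S1P at its EC80 of 0.8 µM; blue over green emission ratio from cleaved BLA substrate after 4 h stimulation; 0% = S1P-stimulated wells and 100% = unstimulated DMSO-only wells; some compounds past the cut are filed as inactive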
# TNAP inh noacc = human TNAP enzyme inhibitors, primary screen, biochemical, luminescent, no phosphate acceptor, uHTS; purified TNAP, CDP-star luminescence, 30 min; inhibition, % at 20 µM; hit rate 0.26% among 200,000;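 active means tissue-nonspecific alkaline phosphatase inhibition above about 50% at 20 µM in the single-dose screen, limit read from the data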;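 further: 0% = DMSO negative control and 100% = EDTA positive control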
# Hsp70 act = Hsp70 transcriptional activators, primary screen, cell-based, HeLa, Hsp70 promoter luciferase, luminescence, 10 µM. HeLa Hsp70 promoter luciferase reporter; scaled: vehicle 0, proteasome-inhibitor control 100%. activation, % at 10 µM. hit rate 0.04% among 200,000. AID 1203, 2008;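 active means activation above the mean across all tested compounds plus 3 SD, cutoff set per campaign, cut at about 5.5% in these data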;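 further: 100% = MG132 at 30 µM as the positive control and 0% = DMSO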
# Efa HMGR inh = inhibitors of E. faecalis class II HMGR, primary screen, biochemical, Enterococcus faecalis. inhibition, % at 10 µM. purified E. faecalis HMGR, NADPH absorbance 340 nm kinetic. hit rate 0.41% among 190,000;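 active means inhibition above a set limit, the median over all tested compounds plus 3 SD, cut at about 9.5% in these data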;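 further: enzyme runs in reverse so mevalonate oxidation gives rising NADPH absorbance; 0% = complete reaction with DMSO and 100% = background rate lacking mevalonate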
# * marks the source's active call; other numbers are inactive results; nt = not tested or not shown.
SMILES,Lmaj promast,DTT redox prof,PMI activator,TNAP inh hi DEA,PMI act satM6P,RAM inhibit,S1P3 antagonist,TNAP inh noacc,Hsp70 act,Efa HMGR inh
COc1ccc(NC(=O)Nc2ccccc2SC)cc1,1,0.2,1,4,1.1,2.1,-5,-4,0.2,0
Cc1cc(NS(=O)(=O)c2ccc(NC(=O)CN3C(=O)c4ccccc4C3=O)cc2)nc(C)n1,-5,0.3,0.9,-3,0.9,0.3,-3,-13,1.0,-5
Cc1cc(C)n2ncc(C(=O)NC3CCCCC3)c2n1,-1,-0.1,1,-6,1,0.3,7,-12,-0.3,-8
CCN1C(=O)N(CC)C(O)(c2ccccc2)C1(O)c1ccccc1 (stereo unspecified),2,0.1,0.9,-2,0.9,-0.9,-15,-7,-0.3,2
O=C(O)CCCC(=O)Nc1ccc(Cl)cc1,16,-0.6,1,-4,1,0.7,-16,-6,-0.2,1
CCc1ccc2nc(SCC(=O)NCC3CCCO3)c(C#N)cc2c1 (stereo unspecified),-4,-0.5,nt,0,nt,-0.1,-11,-3,0.3,1
CC1CC(C)CN(c2nc3c(c(=O)n(C)c(=O)n3C)n2C)C1 (stereo unspecified),-1,0.3,0.9,-7,1,1.3,-11,-12,-0.2,-1
CCOC(=O)c1cccc(Nc2nc(C)cc(C)n2)c1,1,0.6,1.1,0,1.1,0.4,-35,-4,-0.1,-10
Cc1ccc(N2C(=O)c3sc4nnc(C)c(=O)n4c3C2=O)cc1,-5,1.7,0.8,-1,0.8,0.4,nt,-10,-0.1,0
CN(c1ccccc1)S(=O)(=O)c1cccc(NC(=O)CSc2ncc(C(F)(F)F)cc2Cl)c1,-7,-0.3,1,-8,1.1,4.7,9,-2,-0.3,1
O=c1[nH]c2cccnc2n1Cc1ccco1,-5,-0.8,1,-5,1.1,2.3,-14,0,0.2,1
COCCn1nnnc1C(C(C)C)N1CCSCC1 (stereo unspecified),-8,-0.2,1.2,-3,1.1,0.8,-17,-4,-0.3,-8
COc1ccc(CC(=O)NC(CC(=O)O)c2ccc(OC)cc2)cc1 (stereo unspecified),-3,-0.2,1,-4,1.1,0.7,5,-11,0.0,-2
Cn1nnc2cc(C(=O)Nc3cccnc3)ccc21,-3,-0.6,1,-3,1,-0.2,-5,-11,0.0,-10
Cc1ccc(-n2nnnc2SCC(=O)Nc2nc(-c3ccc(F)cc3)cs2)cc1C,-3,-1.9,1.1,3,1,3.8,nt,10,-0.2,-2
O=C(N/N=C/c1ccc2c(c1)OCO2)c1sc2cccc(Cl)c2c1Cl,-4,-4.9,0.9,-3,0.9,3.1,nt,0,-0.2,-3
Cc1cccc(N(C(=O)CCC(=O)Nc2cccnc2)C(C(=O)NC2CCCC2)c2ccncc2)c1 (stereo unspecified),-1,0.7,1.1,-3,1.1,2.3,nt,-7,-0.7,-11
CC1=C(/C=C/C(C)=N\NC(=O)c2ccncc2)C(C)(C)CCC1,81*,-0.5,1,0,0.9,0.9,-16,0,-0.2,-3
Cc1ccc(C(=O)NN2CCOCC2)cc1,-4,18,1.2,3,1.1,1.9,nt,8,-0.1,2
CN(C)c1cccc(C(=O)OCC(=O)Nc2nccs2)c1,29,-0.1,1,2,0.9,-1.1,3,-1,-0.7,0
Cc1ccc(C(=O)NC(=S)Nc2ccc3[nH]c(=O)[nH]c3c2)c(C)c1,-3,-0.1,1,-5,0.9,3.3,-16,-7,0.1,-4
Cc1ccccc1C(OCCN(C)C)C1CCCCC1 (stereo unspecified),18,0.1,1.1,6,1,-1.5,14,-1,-0.2,-8
O=C(NNC(=O)c1ccccc1-c1ccccc1C(=O)O)c1ccccc1,-6,-0.5,1,-6,1,1.6,-8,-12,-0.4,-2
COc1ccc(NC(=O)NS(=O)(=O)c2ccc(C)cc2)c(OC)c1,11,2.0,0.8,-2,0.4,1.3,-24,-12,0.3,-1
N#C/C(=C\c1ccc(OCc2ccc(C(=O)O)cc2)cc1)C(=O)N1CCOCC1,-4,-0.8,1,2,1,0.6,-10,-5,-0.8,-4
Cc1ccc(C(=O)/C=C/N(C)C)o1,-7,-0.1,1,-7,1,1.4,-19,-14,0.0,-5
Cc1ccc(NS(=O)(=O)c2cc(C(=O)N3CCN(C)CC3)ccc2C)cc1C,-6,0.4,1.1,-6,0.9,0.2,-5,-4,-0.1,4
CCn1c(O)c2ccc(C(=O)N=NC(=O)c3cccnc3)cc2c1O,-6,-8.5,1,-4,1,0.3,nt,-8,-0.3,0
CCCCN(CCCC)c1nc2ccccc2nc1C(C#N)C(=O)NCCCOC (stereo unspecified),9,0.1,1,2,1,15*,nt,3,0.1,-2
Cn1c(C(=O)NC2CC2)cc(=O)n(C)c1=O,-9,1.1,1,-6,1,0.4,2,-11,0.4,-4
O=C(CN1CCOc2ccccc21)NCc1ccc(F)cc1,-8,0.6,1,-5,1,2.7,7,-12,0.0,3
COc1cccc(CN(C(=O)Cc2c[nH]c3ccccc23)C(C(=O)NC2CCCCC2)c2cccs2)c1 (stereo unspecified),14,3.0,0.8,-3,0.8,5.9,nt,-10,-0.1,3
CCOC(=O)NCCOC(=O)Nc1ccc(Cl)cc1,-10,0.0,1,-3,1,2.8,4,-15,-0.2,-2
O=C(NCc1ccco1)C(=O)c1cn(CC(=O)N2CCCCC2)c2ccccc12,-4,-1.6,1.1,-1,0.9,-0.2,-3,-7,-0.3,-3
CN1/C(=C\C=C(/C#N)C(=O)Nc2ccc(Cl)cc2)C(C)(C)c2ccccc21,88*,2.7,0.9,12,0.9,7.8,-17,10,-0.1,-2
CCOc1ccc(OCC)c(Nc2cc(C)nc3ncnn23)c1,-5,-2.0,0.9,-3,0.9,1.2,-4,-19,-0.2,0
O=C(OCC(=O)N1CCCC1)c1cc(Br)ccc1Cl,-2,-0.1,1.1,-7,1.2,0.7,2,-8,-0.5,-1
NS(=O)(=O)c1ccc(NC(=S)N2CCN(c3cccc(Cl)c3)CC2)cc1,0,-0.4,0.9,-2,1,3.0,9,-22,-0.3,-5
COc1cc(/C=C2/SC(=S)N(CC3CCCO3)C2=O)ccc1O (stereo unspecified),6,0.8,0.8,56*,0.8,5.2,-5,36,-0.3,-4
c1ccc2c(-c3nnc4n3CCCCC4)cc(-c3ccncc3)nc2c1,-2,-0.3,0.9,3,0.9,-1.0,1,9,-0.2,-6
CCOC(=O)c1c(C)n(C)c2ccc(OC)c(NC(=O)c3cccs3)c12,10,-0.7,0.9,-5,0.9,-0.9,nt,-10,-0.2,1
COc1ccccc1-n1cnc2sc(-c3ccccc3)cc2c1=O,-5,-5.3,0.9,-3,0.9,5.2,nt,-8,0.1,nt
COC(=O)c1c(NC(=O)C2CC=CCC2C(=O)O)sc(C)c1C (stereo unspecified),-12,-0.1,0.9,0,0.9,0.0,nt,-2,0.1,-1
CCCCN(CC)CCNC(=O)c1cc2c(=O)n(C)c3ccccc3c2n1C,77*,-0.7,0.9,-9,0.9,0.0,-24,-26,-0.2,-7
CCN(C)Cc1c(C(=O)N2CCc3ccccc3C2)nc2ccc(Cl)cn12,6,-0.9,0.9,-7,1,2.3,-14,-11,-0.3,-8
Cc1cc(NC(=O)CSc2nnc(CNc3cccc(C(F)(F)F)c3)n2Cc2ccco2)no1,2,0.3,1.1,-9,1.1,6.6,-2,-8,0.4,-1
CC(C)NC(=S)NN=C1CCC(c2ccccc2)CC1 (stereo unspecified),6,-0.3,1,-4,0.9,0.5,2,-17,-0.1,-2
Cn1cc(/C=C2\SC(=O)NC2=S)c2ccccc21,0,-0.1,0.6,19,0.5,10*,-10,42,0.2,-6
CCNC(=O)COc1ccc2ccccc2c1,-1,0.0,1,-7,1.1,0.9,2,-6,0.2,3
Cc1cccc(NC(=O)C2CC(=O)NC(Nc3nc4ccccc4s3)=N2)c1 (stereo unspecified),-6,0.8,0.9,-3,1.1,7.6,0,5,-0.2,-5
COc1cccc2c(=O)n(CC(=O)Nc3ccc(F)cc3F)ccc12,-9,-1.1,1,-3,1,1.4,nt,12,-0.2,-9
Cc1ccc(NC(=O)CCn2nc([N+](=O)[O-])cc2C)nc1,-5,-0.9,1,-1,0.9,-0.3,7,-6,0.0,-7
O=C(NC(=S)NCCSc1ccccc1)c1cccnc1,36,0.5,0.9,1,0.9,-0.7,13,6,-0.3,-5
COC(=O)C1CCN(C(=O)COC(=O)CC(NC(C)=O)c2ccccc2)CC1 (stereo unspecified),-5,0.0,1.1,6,1.1,0.8,nt,0,-0.2,-7
COc1ccc(NC(=O)CN2C(=O)C(c3ccccc3)=NC23CCCCCC3)cc1OC,13,0.1,0.9,-2,1.1,1.4,-10,-6,-0.3,-2
Cn1c(SCC(=O)N2CCOCC2)nc2cccnc21,-2,2.0,1,-2,0.9,0.9,4,-9,0.1,0
Clc1ccc(SCCCCn2ccnc2)cc1,100*,-0.1,0.8,2,0.9,0.7,22,-2,-0.1,-7
Cc1[nH]nc(Nc2ccc(O)cc2)c1[N+](=O)[O-],-2,-0.2,nt,11,nt,0.1,-6,10,-0.3,-7
Cc1ccc(C(=O)CN(C(=O)c2ccc(Cl)c(Cl)c2)N2C(=O)C3C4C=CC(C4)C3C2=O)cc1 (stereo unspecified),6,-0.4,0.7,-2,0.8,3.4,nt,-3,0.0,-3
Cc1nc(C)c(C(=O)C2=C(O)C(=O)N(CCN3CCOCC3)C2c2ccco2)s1 (stereo unspecified),-5,0.2,1.1,-3,1.3,1.1,10,-14,0.2,-3
O=c1c2nnn(Cc3ccc(Cl)cc3)c2ncn1Cc1ccc(F)cc1,-2,1.4,0.9,0,0.9,2.8,-21,-7,0.0,-7
COc1cccc(NC(=S)N(CCN(C)C)Cc2cccs2)c1,-3,-2.7,1,-2,1,0.9,-6,-9,-0.2,7
CC(C)Cc1cc(C(=O)N2CCC(N3CCC(C(=O)N4CCCC4)CC3)CC2)n[nH]1,2,0.0,1,-6,1,2.6,-8,87*,0.0,7

# Outcome played no part in choosing rows. Share with any hit: about 12%.
